hERG WT inh: inhibitors of human wildtype KCNH2 potassium channel; Q12809; U2OS, BacMam KCNH2, thallium flux FluxOr; stronger effect = lower value; activity change, % at 1.84 µM; 340,000 tested, 0.37% active; AID 720551;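 active = maximum activity change below -70%; inconclusive = maximum activity change between -70% and -50%; inactive = maximum activity change above -50%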; also: % is scaled to controls: 0 for no effect and ±100 for the full control effect
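U2OS cells transduced with wild-type KCNH2 virus are loaded with FluxOr dye for 45 min, and thallium flux is measured in kinetic reads before and after stimulation buffer. Rate constants are normalized to DMSO controls.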
FBPA coupling cs: counter-screen for Giardia aldolase inhibitors: coupling enzyme system. coupling enzyme system counterscreen, AmpLite Red fluorescence. 290,000 tested, 0.67% active. activity change, negative = inhibition, % at 58.2 µM, hits read low; in the data active = activity change below about -30%; also: % is scaled to controls: 0 for no effect and ±100 for the full control effect
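Final compound at 57.5 uM, incubated 10 min at RT with coupling enzyme reagent (glyceraldehyde-3-phosphate), then 20 min with substrate and AmpLite Red detection. Fluorescence read at 525/598 nm; tests interference with the coupling assay, not aldolase inhibition.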
MLL CXXC-DNA inh: blocks binding of human MLL CXXC domain to DNA. Potency, µM (titrated, usually from 115 µM), without a hit: at the top dose activity change, negative = inhibition, usual class: inhibitors. Q03164. 290,000 tested, 0.037% active. MLL-CXXC / FITC-HOXA9 DNA fluorescence polarization; active = well fitted inhibition curve with a large enough effect in the polarisation, with a control signal flat, not every such curve was filed as active; inconclusive = small, poorly fitted or top-dose-only effect, or effect the other way, or a change in a side signal; inactive = no such curve, though single readings can be large or run the other way; the % refers to the polarisation; also: potency is read from the fitted curve at half-maximal effect
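Purified MLL-CXXC (added from a 7 uM solution) was preincubated 5 min at ambient with pinned compounds in 50 mM Tris-HCl pH 7.5, 50 mM NaCl, 1 mM DTT, 0.05% BSA. Fluorescein-labeled HOX-A9 DNA (50 nM solution) followed, 30 min, then polarization read.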
GALK inhibitor: galactokinase (human) inhibition. Purified GALK, Kinase-Glo residual ATP luminescence. 270,000 tested, 0.007% active. Potency, µM (top dose mostly 57.5 µM), inactives show top-dose activity change, negative = inhibition, usual class: inhibitors. P51570. AID 1868; also: potency is read from the fitted curve at half-maximal effect; % is scaled to controls: 0 for no effect and ±100 for the full control effect
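GALK at 5 nM final was combined with compound, 35 uM ATP and 100 uM galactose in HEPES pH8.0 with MgCl2 and DTT. The reaction ran one hour at room temperature before luminescent ATP detection.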
TRPV1 agonist: agonists of human vanilloid receptor 1 (TRPV1). TRPV1-expressing cells, Fluo-8 calcium influx, agonist mode. Q8NER1. activation, % at 8.33 µM. 320,000 tested, 0.19% active. AID 540275; in the data active = activation above about 80%; inconclusive = between about 30% and that limit; also: 0% is about no effect
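Fluo-8 calcium influx in TRPV1-expressing cells, kinetic read (ex 480/em 520 nm). Compound added and read 3 min for agonist activity, followed by capsaicin at EC20 final and 2 min further read for enhancement.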
S-ASM inh: inhibitors of human secretory acid sphingomyelinase | placental ASM, HMU-PC fluorogenic substrate, 60 min | 340,000 tested, 0.006% active | P17405 | Potency, µM (series often up to 57.5 µM), for inactives: top-dose activity change, negative = inhibition, actives largely listed as inhibitors; also: potency is read from the fitted curve at half-maximal effect
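HMU-PC0 cleavage (9 uM final) by human placental ASM, 60 min at 37 °C following 10 min compound exposure at RT; stopped at pH 10, fluorescence Ex 386/Em 447 nm.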
MBNL1 CUG block: MBNL1-poly(CUG) RNA binding inhibition; Q9NR56; TR-FRET MBNL1-His/biotin-(CUG)12 binding, 665/545 ratio; Potency, µM (doses to about 57.5 µM), for inactives: at the top dose activity change, negative = inhibition, usual class: inhibitors; 280,000 tested, 0.036% active; active = well fitted inhibition curve with a large enough effect in the signal ratio, with a control signal flat, not every such curve was filed as active; inconclusive = small, poorly fitted or top-dose-only effect, or effect the other way, or a change in a side signal; inactive = no such curve, though single readings can be large or run the other way; the % refers to the signal ratio; also: potency is read from the fitted curve at half-maximal effect; % is scaled to controls: 0 for no effect and ±100 for the full control effect
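MBNL1-His + Biotin-(CUG)12, cpd titration 92 nM–58 uM; Tb anti-His Ab 0.055 ng/ul, SA-XL665 5 nM (final); 60 min RT; ratiometric 665/545 nm, Ex 340 nm; normalized to buffer and full-complex controls.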
Integrin act MD: integrin-mediated muscular dystrophy alleviation activation; alpha7betagal myoblasts, beta-gal FDG fluorescence, 48 h; Potency, µM (doses to about 38.3 µM), for inactives: top-dose activation, hits mostly activators; 350,000 tested, 0.064% active; AID 624291;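 also: potency is read from the fitted curve at half-maximal effect; 100% = response of the positive control SU9516; nearly all actives have a fitted effect of over 60% in size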
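alpha7betagal+/- myoblasts (passage 13, 250/well) treated 48 h at 37C with compounds at 1:260 dilution of DMSO stock. Lysed, then beta-galactosidase activity read as FDG fluorescence (ex 480/em 540) after 30 min, with pre-read for autofluorescence.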
A-T KAP1 phos: potential ataxia-telangiectasia treatments restoring KAP-1 phosphorylation; […] A-T fibroblasts, KAP-1 phosphorylation AlphaLISA; neocarzinostatin DNA damage 30 min before lysis; Potency, µM (doses to about 57.5 µM), without a hit: at the top dose activation, usual class: activators; 320,000 tested, 0.19% active; AID 485349; also: potency is read from the fitted curve at half-maximal effect; % of control where 0% means no effect; nearly all actives have a fitted effect of over 45% in size
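ATM-like activity read as KAP-1 phosphorylation via AlphaLISA donor/acceptor antibody pairs after lysis and 6 hr at 25C. Cells were ATM-null patient fibroblasts ([…], hTERT), dosed 60 min, then exposed to the DSB inducer NCS for 30 min.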
KCNH2 3.1 block: KCNH2 3.1 (human) potassium channel inhibition; activity change, % (tested at about 1.8 µM); U2OS KCNH2 3.1, thallium flux FluxOr; stronger effect = lower value; AID 720553; 340,000 tested, 0.95% active;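 active = maximum activity change below -70%; inconclusive = maximum activity change from -70% to -50%; inactive = maximum activity change above -50%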;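 also: thallium influx rate constant from kinetic fluorescence after stimulation buffer; % is scaled to controls: 0 for no effect and ±100 for the full control effect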
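FluxOr-based Tl+ influx in U2OS cells transduced with KCNH2 3.1 virus; rate constants normalized to DMSO controls.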
* marks the source's active call; other numbers are inactive results; u = inconclusive; x = not tested or not shown; & = joins results of further samples; [ ] = remark or other dose. Unless noted, calls follow the shape of the dose curve; as a rule, active = well fitted curve in the direction sought with a large enough effect; inconclusive = small, poorly fitted or top-dose-only effect, or another doubt; inactive = no such curve, though single readings can be large; an effect the other way counts as inactive or inconclusive.

SMILES	hERG WT inh	FBPA coupling cs	MLL CXXC-DNA inh	GALK inhibitor	TRPV1 agonist	S-ASM inh	MBNL1 CUG block	Integrin act MD	A-T KAP1 phos	KCNH2 3.1 block
C[C@H]1C=C(C(=O)NC2CC2)O[C@@H](OCc2ccc(CO)cc2)C1	8	4	22%	1%	3	1%	2%	9%	-23%	-19
O=C(CSc1nnnn1-c1ccccc1)NCCCN1CCCC1=O	1	x	x	x	x	-3%	x	16%	13%	-11
COC(=O)c1sc(NC(=O)COC(=O)C2CCC2)c(C(=O)OC)c1C	-12	x	x	x	5	-4%	x	-2%	4%	10
Cc1ccc2c(c1)C(=O)C(=O)N2CC1COc2ccccc2O1 (configuration not stated)	9	-7	-22%	-3%	-1	-7%	u	13%	9%	-38
CN=C1SC(CC(=O)Nc2cc(Cl)ccc2Cl)C(=O)N1C (configuration not stated)	-7	1	-4%	1%	0	0%	-12%	8%	x	6
Clc1ncnc2scc(-c3ccccc3)c12	1	5	-3%	2%	-3	2%	8%	-69%[inhibitor]	-2%	-12
COc1ccc(C2CC(c3ccc4ccccc4c3OC(C)=O)=NN2C(=O)/C=C/c2ccccc2)cc1 (configuration not stated)	2	-4	10%	2%	-1	2%	-5%	22%	-8%	-26
CN(C)NC(=O)c1ccsc1NC(=O)c1ccc(S(=O)(=O)N2CCCC2)cc1	-5	-1	3%	0%	1	-3%	-7%	44%	-7%	17
CCOc1ccc(N(CC(=O)NCCSCc2ccccc2)S(=O)(=O)c2ccccc2)cc1	4	x	2%	-4%	8	-1%	4%	1%	-3%	4
Cc1ccc(S(=O)(=O)N(C)C)cc1NC(=O)Nc1c(-c2ccccc2)noc1C	13	-3	1%	x	1	-2%	-18%	24%	-4%	10
Cc1cc(-c2n[nH]c(=S)n2/N=C/c2ccc(C)s2)n[nH]1	-12	0	3%	-2%	-1	-6%	u	2%	-4%	-15
COc1ccc(OC)c(/C=C2\SC(=S)N(N3CCOCC3)C2=O)c1	-14	0	-16%	7%	x	-11%	x	0%	4%	-4
CCN(CC(=O)Nc1ccc([N+](=O)[O-])cc1OC)c1ccccc1	9	x	8%	-4%	-1	-2%	u	-4%	-1%	-19
CCN(CC)CCNC(=O)c1cc2c(=O)n(CC)c3ccccc3c2s1	6	-2	1%	-2%	4	8%	0%	10%	-10%	-2
COC(=O)N/N=C/c1cc(C)n(-c2ccc(F)cc2)c1C	13	-2	5%	0%	5	2%	5%	8%	-2%	10
COc1ccc(CN(C)CC(=O)Nc2ccc(N3CCOCC3)cc2)cc1OC	14	1	4%	1%	-8	2%	-3%	2%	-4%	6
CC1=C(C(=O)OC(C)C)C(c2cccc(F)c2)N2C(=O)C(C)SC2=N1 (configuration not stated)	-13	0	-11%	0%	2	-7%	u	5%	x	-2
O=C(CCS(=O)(=O)c1ccc(Br)cc1)NCCC1=CCCCC1	19	x	13%	3%	u	2%	-3%	-45%	10%	-13
O=C(CN(C(=O)c1csnn1)c1ccccc1F)NCc1ccccc1	-7	0	-4%	-2%	-9	1%	-1%	6%	19%	0
CCN=c1scc(-c2ccc3c(c2)NC(=O)CO3)n1N=C1CCCC1	-3&1	0	12%	11%	1	-11%&-7%	-1%	-49%&-54%[inhibitor]	3%	4&4
COc1ccc(Oc2ccc(S(=O)(=O)N3CCCCC3)cc2S(=O)(=O)N2CCCCC2)cc1	2	0	-12%	x	3	-1%	-12%	-4%	-2%	2
O=C(Cc1nnc(NC(=O)c2ccccc2)s1)N/N=C/c1ccco1	-8	0	16%	1%	-2	4%	x	5%	5%	6
CCC(CO)Nc1ncnc2c1cnn2-c1ccc(OC)cc1 (configuration not stated)	-1	0	-2%	3%	-2	9%	-3%	0%	-1%	3
Cc1cc(NC(=O)c2c(-c3ccccc3Cl)noc2C)no1	-4	1	-7%	5%	-3	1%	-11%	13%	7%	16
Cc1nc(N2CCC(C)CC2)c2c(C)c(C(=O)Nc3cc(F)ccc3C)sc2n1	5	-1	10%	-1%	u	-7%	-2%	1%	0%	-5
COc1ccc(OC)c(NC(=O)CSc2nnc(CNc3ccc(C)cc3C)o2)c1	-9	0	-3%	1%	3	-1%	-8%	12%	12%	-17
O=C(NCc1n[nH]c(=O)c2ccccc12)C1CC(=O)N(c2ccc(Cl)cc2)C1 (configuration not stated)	18	x	x	x	7	-2%	x	14%	5%	-12
NC(=O)CSc1nccn1Cc1ccc2c(c1)OCO2	0	1	1%	-2%	-4	0%	0%	10%	3%	1
O=C(NC(NC(=O)c1c(F)cccc1F)c1ccc([N+](=O)[O-])cc1)c1c(F)cccc1F	40	0	-3%	0%	1	0%	12%	-20%	-1%	0
O=C(COc1ccc2ccccc2c1)Nc1ccc(Cc2ccncc2)cc1	-23	1	14%	-5%	u	1%	-6%	-26%	-1%	u
O=C(O)c1cccc(N2C(=O)Nc3ccccc3N2O)c1	-1	0	-6%	x	0	-4%	-8%	-14%	4%	9
CCCOc1ccc(N2CC(C(=O)Nc3ccc(N4CCOCC4)cc3)CC2=O)cc1 (configuration not stated)	0	3	-6%	6%	2	-1%	6%	22%	2%	13

The list goes on:
Every second line gives: hERG WT inh | FBPA coupling cs | MLL CXXC-DNA inh | GALK inhibitor | TRPV1 agonist | S-ASM inh | MBNL1 CUG block | Integrin act MD | A-T KAP1 phos | KCNH2 3.1 block
COc1ccccc1NS(=O)(=O)c1ccc(C(=O)Nc2ncccc2O)cc1
    -4 | x | x | x | 5 | 2% | x | -15% | 0% | 11
CN(C)CCN(Cc1ccccc1)C(=O)C1CCN(c2ncnc3c2nc2n3CCCCC2)CC1
    9 | x | 58%[activator] | -9% | -1 | -1% | -3% | 11% | -2% | -14
Cc1nc(N2CCN(c3ccccn3)CC2)c2c(C)c(C(=O)Nc3ccc(F)cc3F)sc2n1
    -15 | -6 | 7% | -2% | u | -12% | 50%[activator] | 19% | x | -93*
CCOc1ccc(NC(=O)c2cccc3c2C(=O)N(CC2CCCO2)C3)cc1 (configuration not stated)
    9 | 4 | x | x | 2 | -4% | 13% | 1% | 16% | 15
CC12CCC(C(=O)N3CCOCC3)([C@H](Br)C1=O)C2(C)C (some centres not stated)
    6 | 4 | 0% | 5% | -2 | 0% | -11% | -20% | -15% | -1
Cc1nc(COC(=O)c2ccc(S(=O)(=O)N3CCCC3)cc2)cs1
    3 | -3 | -5% | 0% | -3 | 0% | -13% | -14% | x | 1
CC(C)C[C@H]1CNC(=S)N1CC1CCN(CC2CCC(C(C)(C)C)CC2)CC1 (some centres not stated)
    33 | x | x | x | x | 3% | x | -12% | x | -22
CC[C@]12c3[nH]c4cc(CCC(=O)N(C)C)ccc4c3CCN1C(=O)[C@@H](CC(=O)NCCc1ccccn1)C[C@@H]2C(=O)N1CCN(C(=O)C2CC2)CC1
    -4 | x | x | x | x | -2% | x | -2% | 8% | 3
CCOC(=O)c1cnc(-c2ccccc2)nc1N(C)C
    -11 | 4 | -1% | -3% | 11 | 0% | 2% | -19% | 5% | 9
Fc1ccc(OCCOCCOc2cccc3[nH]ccc23)cc1
    -5 | -7 | -6% | -3% | -3 | -3% | -3% | 6% | 9% | 2
C[C@@H](NC(=O)Cn1cnc2c(OCc3ccccc3)ncnc21)c1cccc2ccccc12
    -5 | x | x | x | x | -5% | x | 6% | 12% | 4

Screening results: PubChem, National Center for Advancing Translational Sciences (NCATS)
